Source: PubChem BioAssay (Johns Hopkins Ion Channel Center)
CHT block – inhibitors of human choline transporter CHT | High affinity choline transporter 1 (Homo sapiens), Q9GZV3 | CHT-expressing cells, membrane potential dye, choline response; hits give low values | B-score at 10 µM | 0.86% of 310,000 active | AID 488975, 2010;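 active = B-score over 3 SD under the library average, and starting fluorescence ratio not unusually high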;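 note: choline stimulus applied at its EC90 after an EC20 pre-addition; B-score computed on integrated fluorescence ratio after choline addition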
Target sequence (Q9GZV3 whole entry, looked up): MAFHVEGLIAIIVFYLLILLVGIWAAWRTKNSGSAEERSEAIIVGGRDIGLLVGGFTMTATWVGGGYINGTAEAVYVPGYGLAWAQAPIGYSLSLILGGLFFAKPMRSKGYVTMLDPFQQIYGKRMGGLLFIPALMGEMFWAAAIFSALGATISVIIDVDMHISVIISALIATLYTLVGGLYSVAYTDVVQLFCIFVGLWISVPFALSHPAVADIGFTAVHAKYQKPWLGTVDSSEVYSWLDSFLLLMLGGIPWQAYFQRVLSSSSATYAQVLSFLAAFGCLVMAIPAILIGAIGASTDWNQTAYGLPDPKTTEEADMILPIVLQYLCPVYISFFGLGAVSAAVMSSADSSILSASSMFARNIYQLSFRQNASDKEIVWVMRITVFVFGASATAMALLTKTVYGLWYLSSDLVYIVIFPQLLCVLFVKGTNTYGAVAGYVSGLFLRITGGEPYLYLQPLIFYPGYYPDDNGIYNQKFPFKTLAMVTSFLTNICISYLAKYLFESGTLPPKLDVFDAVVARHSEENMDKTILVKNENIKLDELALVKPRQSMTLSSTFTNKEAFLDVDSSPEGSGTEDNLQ
CHT allo act – CHT positive allosteric modulators, primary screen, cell-based, membrane potential dye, choline EC20; High affinity choline transporter 1 (Homo sapiens), Q9GZV3; CHT-expressing cells; hits give high values; LV-AA mutant CHT in HEK293 cells; B-score at 10 µM; 0.49% of 310,000 active; AID 488977, 2010;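 active = initial fluorescence not abnormally high and integrated response B-score, plate-corrected, over 3 SD above library mean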
The depositor's hits bear a star; i = inactive.

No.	SMILES	CHT block	CHT allo act
1	Clc1ccc(Cn2nnc3ccccc32)cc1	i	i
2	CC(C)(C)c1ccc(OC(=O)c2ccc3nsnc3c2)cc1	i	i
3	CCN(CC)S(=O)(=O)c1cccc(NC(=O)c2cc3ccccc3o2)c1	i	i
4	CCOc1ccc(C2C(C#N)=C(N)Oc3cc(O)ccc32)cc1OCC (centres undefined)	i	i
5	CCOc1cc(/C=C2\SC(=S)N(NS(=O)(=O)c3ccccc3)C2=O)ccc1O	i	i
6	COc1ccc(OCC(O)Cn2c(=N)n(Cc3ccccc3)c3ccccc32)cc1 (centres undefined)	-5.3*	i
7	Cc1cc(-c2cccnc2)c(C#N)c(SCc2cccc(F)c2)n1	i	i
8	CCc1c(C)sc(NC(=O)C2CC(c3c(F)cccc3Cl)=NO2)c1C#N (centres undefined)	i	i
9	CCN(C(=O)CSc1nnc(-c2ccccc2)o1)c1c(N)n(Cc2ccccc2)c(=O)[nH]c1=O	i	i
10	COc1cc2oc3ccc(C#Cc4ccc(N)cc4)cc3c(=O)c2cc1OC	i	i
11	CCC(CC)C(=O)c1c[nH]c(C(=O)N2CCN(c3ccc(OC)cc3)CC2)c1	i	i
12	CCOC(=O)c1csc(NC(=O)CCSc2ccccc2)n1	i	i
13	C/C(=N\NC(=O)c1[nH]c2c([N+](=O)[O-])cc(C)cc2c1-c1ccccc1)c1cccnc1	i	i
14	Cc1ccc(NC(=O)c2ccc(Nc3c([N+](=O)[O-])cc([N+](=O)[O-])cc3[N+](=O)[O-])cc2)cc1	i	i
15	CC(=O)c1ccc(Oc2cc(C)nc(NCc3ccccc3)n2)cc1	i	i
16	Clc1ccccc1-c1nnc2sc(-c3ccncc3)nn12	i	i
17	O=C(CSc1ccccc1)N(c1ccc(Br)cc1)c1nccs1	i	i
18	Cc1cc(NC(=O)Nc2cc(F)ccc2F)no1	i	i
19	C/C(=N/NC(=O)CN1CCN(S(=O)(=O)c2ccc(C)cc2)CC1)c1ccco1	i	i
20	COc1cc(C2/C(=C(\O)c3cc(C)ccc3C)C(=O)C(=O)N2CCN(C)C)ccc1O (centres undefined)	i	i
21	COc1ccc(Cl)cc1Nc1cc(C)nc2nc(C)nn12	i	i
22	Cc1ccc(C(C)NC(=O)c2ccco2)cc1C (centres undefined)	i	i
23	COC(=O)c1cc(NC(=O)c2c(-c3c(Cl)cccc3Cl)noc2C)ccc1N1CCOCC1	i	i
24	CC(C)(C)Nc1c(N)c(=O)oc2ccccc12	i	i
25	Cn1cc(Cl)c(C(=O)N2CCN(c3ncccn3)CC2)n1	i	i
26	CCCN1C(=O)NC2(O)C(=O)c3ccccc3C12O (centres undefined)	i	i
27	CC1CN(S(=O)(=O)c2cccc(C(=O)Nc3ccc(S(=O)(=O)NC4=NCCCCC4)cc3)c2)CC(C)O1 (centres undefined)	i	i
28	CCOC(=O)CSc1nnc(-c2ccc(S(=O)(=O)N3CCC(C)CC3)cc2)o1	i	i
29	Nc1nc(NCc2ccccc2Cl)n(-c2ccccc2)n1	i	i
30	O=C(CSc1nncn1-c1ccccn1)Nc1cccc(Cl)c1	i	i

Arranged by length of the SMILES (low to high): three of the compounds above
No.	SMILES	CHT block	CHT allo act
18	Cc1cc(NC(=O)Nc2cc(F)ccc2F)no1	i	i
2	CC(C)(C)c1ccc(OC(=O)c2ccc3nsnc3c2)cc1	i	i
6	COc1ccc(OCC(O)Cn2c(=N)n(Cc3ccccc3)c3ccccc32)cc1 (centres undefined)	-5.3*	i

Among those listed so far, these have an aryl thioether with sulfur outside any ring:
No.	SMILES	CHT block	CHT allo act
7	Cc1cc(-c2cccnc2)c(C#N)c(SCc2cccc(F)c2)n1	i	i
9	CCN(C(=O)CSc1nnc(-c2ccccc2)o1)c1c(N)n(Cc2ccccc2)c(=O)[nH]c1=O	i	i
12	CCOC(=O)c1csc(NC(=O)CCSc2ccccc2)n1	i	i
17	O=C(CSc1ccccc1)N(c1ccc(Br)cc1)c1nccs1	i	i
28	CCOC(=O)CSc1nnc(-c2ccc(S(=O)(=O)N3CCC(C)CC3)cc2)o1	i	i
30	O=C(CSc1nncn1-c1ccccn1)Nc1cccc(Cl)c1	i	i

The results go on:
No.	SMILES	CHT block	CHT allo act
31	Cc1ccc(-c2nn(C)c(=O)c3ccccc23)cc1CN1CCOCC1	i	i
32	Cn1c(=O)n(C)c2cc([N+](=O)[O-])c(N3CCN(S(C)(=O)=O)CC3)cc21	i	i
33	CCN1CCN(Cc2c(O)ccc3c(=O)c(-c4ccc(OC)c(OC)c4)c(C(F)(F)F)oc23)CC1	i	i
34	CCOC(=O)CCCNC(=O)COC(=O)c1ccc(O)cc1	i	i
35	O=C(O)c1ccc(N2CCCCCC2)c(N2C(=O)c3ccccc3C2=O)c1	i	i
36	CCCOC(=O)Oc1ccc2c(=O)c(Oc3cc(C)cc(C)c3)coc2c1	i	i
37	CCOc1ccc(N2CC(C(=O)Nc3cccc(S(=O)(=O)N4CCCCC4)c3)CC2=O)cc1 (centres undefined)	i	i
38	CN(C)c1nnnn1-c1cccc(Oc2ncc(C(F)(F)F)cc2Cl)c1	i	i
39	CCc1cc(=O)oc2cc(OC(=O)CN3C(=O)NC4(CCCC4)C3=O)ccc12	i	i
40	CCc1nnc(NC(=O)CSc2nnc(CNc3ccc(Cl)cc3)o2)s1	i	i
41	CN(C)S(=O)(=O)c1cccc(COc2ncnc3c(Cl)cc(Cl)cc23)c1	i	i
42	Cc1ccccc1C(=O)N1N=C(c2ccc(NS(C)(=O)=O)cc2)CC1c1cccs1 (centres undefined)	i	i
43	COc1cccc(-c2noc(N)c2C#N)c1	i	i
44	O=C(Nc1ccc(N2CCCCC2)c(Cl)c1)c1ccc2c(c1)OCCO2	i	i
45	CCn1c(-c2nn(C)cc2Cl)n[nH]c1=S	i	i
46	O=C(/C=C/c1ccco1)NCCc1ccc(F)cc1	i	i
47	O=C(Nc1ccnn1C1CCN(Cc2cc(Cl)ccc2O)CC1)c1cccnc1	i	i
48	COc1ccc(OCc2nnc3n2N=C(c2ccc(OC)cc2)CS3)cc1	i	i
49	O=C(c1cccs1)N1CCCC(c2nc3c(nnn3Cc3ccc(F)cc3)c(=O)[nH]2)C1 (centres undefined)	i	i
50	CCOC(=O)C1=NOC2COC3(CCN(c4ncccn4)CC3)OCC12 (centres undefined)	i	i
51	Cc1ccc(-c2csc(=S)n2CC(=O)OCC(=O)NC(C)C(C)C)cc1 (centres undefined)	i	i
52	O=C(COC(=O)c1ccc(S(=O)(=O)N2CCCCC2)cc1)NCc1ccco1	i	i
53	CCOc1cc(N2CCOCC2)c(OCC)cc1NC(=O)CCS(=O)(=O)c1ccc(Cl)cc1	i	i
54	Cc1occc1-c1nnc(SCC(=O)N2CCOCC2)n1CCc1ccccc1	i	i
55	CCCc1cc(=O)[nH]c(SCC(=O)c2cc(C)n(CC(F)(F)F)c2C)n1	-6.3*	i
56	CC(=O)c1ccc(N2CCN(C(=O)/C=C/c3ccc4ccccc4n3)CC2)cc1	i	i
57	O=C(COc1ccc(Cl)cc1)NCc1nnc(SCC(=O)N2CCCC2)o1	i	i
58	O=C(CN1C(=O)NC2(CCCCCC2)C1=O)c1ccc2c(c1)OCCO2	i	i
59	O=c1[nH]c(=O)n(Cc2ccc(Oc3ccccc3)cc2)cc1Br	i	i
60	O=Cc1cn(-c2ccccc2)nc1-c1ccc2c(c1)OCCO2	i	i

Next section:
No.	SMILES	CHT block	CHT allo act
61	Fc1ccccc1COc1ccccc1CNCc1ccncc1	i	i
62	CC(C)(C)Nc1nc(Oc2ccc(=O)[nH]n2)nc(N2CCOCC2)n1	i	i
63	COCCn1c(-c2ccccc2)csc1=Nc1cccnc1	i	i
64	CN(C)c1ccnc2sc3c(SCc4ccc(Cl)cc4)ncnc3c12	i	i
65	O=C1c2ccccc2C(=O)N1CC(O)COc1ccc(Br)cc1 (centres undefined)	i	i
66	Cc1cc(C(=O)CS(=O)(=O)c2ccc(F)cc2)cc(C)c1O	i	i
67	Cc1ccc(-c2nn(-c3ccccc3)cc2C(=O)N2CCOCC2)cc1	i	i
68	CCOC(=O)C(NC(=O)NCc1ccc(OC)cc1)(OCC)C(F)(F)F (centres undefined)	i	i
69	COC(=O)Cn1cc(/C=C(/C#N)C(=O)N2CCOCC2)c2ccccc21	i	i
70	Oc1ccc(-c2[nH]ncc2-c2cnn(-c3ccccc3)c2)c(O)c1	i	i
71	CC1(C)CC(=O)c2sc(NC(=O)c3cccs3)nc2C1	i	i
72	O=C(NN1C(=O)C2C3C=CC(C4CC34)C2C1=O)c1ccc(Cl)cc1 (centres undefined)	i	i
73	O=C(Nc1cccc(S(=O)(=O)N2CCCCC2)c1)c1cccs1	i	i
74	Cc1ccc2cccc(OCCOCCOc3ccccc3Br)c2n1	i	i
75	COc1ccc(-n2c(C)cc(-c3cn4cccc(C)c4n3)c2C)cc1	i	i
76	CC(=O)c1cccc(Oc2ncccn2)c1	i	i
77	Clc1nnc(N2CCCCC2)c2ccccc12	i	i
78	Cc1cccn2c(=O)c3cc(C(=O)NCc4ccco4)c(=N)n(C(C)C)c3nc12	i	i
79	CCc1nc(SCC(=O)Nc2ccc([N+](=O)[O-])cc2)n[nH]1	i	i
80	Cc1oc(C(C)(C)C)cc1C(=O)Nc1cccc(C(=O)O)c1	i	i
81	O=c1oc2ccccc2cc1-c1nc2c(s1)CCCC2	i	i
82	COc1ccccc1NC(=O)c1ccc(NC(=O)CN2CCN(C(=O)c3ccco3)CC2)cc1	i	i
83	Cc1ccc(Nc2nc(Oc3ccc(=O)[nH]n3)nc(N(C)C)n2)cc1	i	i
84	COc1ccc(C(CNC(=O)COc2ccccc2C)N2CCCC2)cc1 (centres undefined)	i	i
85	CCCCc1c(O)nc(SCC(=O)N2CCCCCC2)[nH]c1=O	i	i
86	FC(F)Oc1ccc(/C=N/c2c(-c3ccc(OC(F)F)cc3)nc3n2CCS3)cc1	i	i
87	COC(=O)[C@]1(Cc2ccccc2)N[C@H](c2ccc(-c3ccc(Cl)c(Cl)c3)cc2)[C@@H]2C(=O)N(C)C(=O)[C@@H]21	i	i
88	CC(C)CCOC(=O)C[N+](C)(C)CCOC1CC2CCC1(C)C2(C)C (centres undefined)	i	i
89	CS(=O)(=O)Nc1cccc(C(=O)CC2(O)C(=O)Nc3ccc(Br)cc32)c1 (centres undefined)	i	i
90	CCCCc1cc(=O)oc2cc(OCC(=O)NCC3CCC(C(=O)O)CC3)ccc12 (centres undefined)	i	i

The listing continues:
No.	SMILES	CHT block	CHT allo act
91	O=c1cnc2cc([N+](=O)[O-])ccc2[nH]1	i	i
92	CCc1cccc(NC(=S)N(CCN(C)C)C(C)c2ccncc2)c1 (centres undefined)	i	i
93	O=C(NCCc1ccccc1C(F)(F)F)C1CCC(=O)N(C2CC2)C1 (centres undefined)	i	i
94	COC(=O)c1ccc(NC(=O)c2cc3c(CO)cnc(C)c3oc2=Nc2cccc(C(N)=O)c2)cc1	i	i
95	CCOC(=O)c1ccc(N2C(=O)CC(Nc3ccc(O)cc3)C2=O)cc1 (centres undefined)	i	i
96	O=C(Cn1c(C(F)(F)F)nc2ccccc21)c1ccc(Cl)cc1	i	i
97	COc1cccc(/C=N/Nc2nc(Nc3ccc([N+](=O)[O-])cc3)nc(N3CCCC3)n2)c1O	i	i
98	O=c1c2ccccc2nc2n1-c1ccccc1CCC2	i	i
99	CCOc1cc(CN2CCCC(N3CCc4ccccc4C3)C2)ccc1O (centres undefined)	i	i
100	Nc1ccc2nc(-c3ccc(N)c(Cl)c3)[nH]c2c1	i	i
101	CCSc1nnc(NC(=O)Cn2cnc3c2c(=O)n(C)c(=O)n3C)s1	i	i
102	Cc1nc(CNS(=O)(=O)c2ccc(F)cc2)cs1	i	i
103	COCC(C)N1CCC(n2nccc2NC(=O)CCOc2ccccc2)CC1 (centres undefined)	i	i
104	Clc1ccc(C2=CC(c3ccco3)n3ncnc3N2)cc1 (centres undefined)	i	i
105	Cc1coc(C)c1C(=O)CC1(O)C(=O)Nc2cc(Cl)cc(Cl)c21 (centres undefined)	i	i
106	COC(=O)Cn1cc(C(=O)C(C)(C)C)c2ccccc21	i	i
107	COc1ccccc1CNC(=O)CN(C)Cc1ccc(SC)cc1	i	i
108	Cc1c(NC(=O)CN2CCN(C(=O)c3ccco3)CC2)c(=O)n(-c2ccccc2)n1C	i	i
109	O=C(CC1SC(=Nc2ccc(OC(F)F)cc2)N(CCN2CCOCC2)C1=O)Nc1ccccc1 (centres undefined)	i	i
110	O=C(NCc1ccccn1)c1ccc(Cn2c(=S)[nH]c3ccc(Br)cc3c2=O)cc1	i	i
111	COc1nc(-c2ccccc2)nc(-c2ccccc2)c1C	i	i
112	COCc1cc(=O)[nH]c2c1c(-c1ccccc1)nn2C	i	i
113	Cc1ccccc1C(=O)Nc1ccc(N(C)C)c2ccccc12	i	i
114	Cc1cccc(NC(=O)C2=C(O)c3ccccc3N(C)S2(=O)=O)c1	i	i
115	COc1ccc(OC)c(C2C(C(=O)O)c3ccccc3C(=O)N2C)c1 (centres undefined)	i	i
116	COc1ccccc1NC(=O)COC(=O)C1CCN(/C=C/C(=O)C(F)(F)F)CC1	i	i
117	Cc1ccc(C(=O)Cn2cncn2)cc1	i	i
118	O=C(NC1CCCc2ccccc21)C1CCN(S(=O)(=O)c2cccc3nonc23)CC1 (centres undefined)	i	i
119	CCc1ccc(-c2nc(CS(=O)CC(=O)NC3CCCCCC3)c(C)o2)cc1 (centres undefined)	i	i
120	O=C(Cn1cc(S(=O)(=O)Cc2ccccc2)c2ccccc21)Nc1ccccc1	i	i
121	Cc1cccc2c1ncc1c(=O)n(-c3ccccc3)[nH]c12	i	i
122	NS(=O)(=O)c1ccc(NC(=S)N2CCN(Cc3ccc4c(c3)OCO4)CC2)cc1	i	i
